# From PubChem
# C8 TRAIL sens – viability loss with TRAIL in NB7+C8 cells, primary screen, TRAIL sensitizer project, cell-based, ATPlite luminescence; inhibition (viability loss, TRAIL sensitization), % at 10 µM; 360,000 tested, 1% active; AID 624354, 2012;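 active means compounds causing at least 50% loss of cell viability in the single-dose screen, relative to plate controls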
# NR2E3 ag-1 – inhibitors of NR2E3-RetCOR corepressor binding, primary screen, NR2E3 agonist project, biochemical, TR-FRET, GST-NR2E3, biotin-RetCOR. AID 2300, 2010. 1536-well. inhibition of corepressor binding, % at 4.78 µM. 320,000 tested, 0.12% active. Photoreceptor-specific nuclear receptor (Homo sapiens), Q9Y5X4;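 active means percent inhibition above the cutoff of mean plus 3 SD of all tested compounds, set per screening campaign, cut at about 20% in these data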;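 further: 0% = DMSO wells and 100% = biotin wells as full block of FRET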
# Target sequence (Q9Y5X4 whole entry, looked up): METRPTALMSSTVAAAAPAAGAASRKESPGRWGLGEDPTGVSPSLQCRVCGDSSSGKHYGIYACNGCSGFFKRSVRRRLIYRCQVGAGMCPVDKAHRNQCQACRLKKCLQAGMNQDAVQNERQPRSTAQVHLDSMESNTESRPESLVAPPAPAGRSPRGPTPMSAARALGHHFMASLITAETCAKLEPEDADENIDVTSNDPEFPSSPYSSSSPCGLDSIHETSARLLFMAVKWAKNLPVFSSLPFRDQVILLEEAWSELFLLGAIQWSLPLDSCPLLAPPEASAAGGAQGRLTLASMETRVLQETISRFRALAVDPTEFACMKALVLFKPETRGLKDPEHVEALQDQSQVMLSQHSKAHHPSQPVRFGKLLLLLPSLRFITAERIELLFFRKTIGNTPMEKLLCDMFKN
#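 Material: NR2E3–RetCOR corepressor complex / Incubation: Compound–protein incubation for 5 h at 4 °C / Dosing: compound at 4.8 µM, single dose / Detection: time-resolved FRET / Benchmarks: high control biotin, low control 0.6% DMSO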
# CF NFkB block – inhibitors of PAF-induced NF-kB signaling, primary screen, cell-based, GFP fluorescence, uHTS; KKLEB NF-kB-GFP reporter, GFP fluorescence overnight; inhibition, % at 5 µM; 360,000 tested, 0.86% active;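 active means at least 50% inhibition at 5 µM, scaled per plate between neutral and stimulator controls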;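 further: PAF is a Pseudomonas aeruginosa culture filtrate used as stimulus; plate controls were PAF-stimulated DMSO wells for no effect and unstimulated DMSO wells for full effect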
# Peg3 prom inh – Peg3 promoter-driven luciferase inhibitors, primary screen, cell-based, HeLa, luciferase luminescence | 360,000 tested, 1.7% active | AID 588405, 2011 | HeLa PEG-Prom luciferase reporter, overnight | inhibition, % at 20 µM;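 active means inhibition of at least 50% at 20 µM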
# LMP1 NFkB inh – EBV LMP1-driven NF-kappaB luciferase reporter inhibitors, primary screen, cell-based, luminescence, single point; AID 504558, 2011; inhibition, % at 12.5 µM; 350,000 tested, 0.69% active; LMP1-induced NF-kappaB luciferase reporter cells; in the data active means inhibition above about 41%;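 further: 0% = neutral control wells and 100% = reference inhibitor control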
# MITF TRPM1 inh – inhibitors of MITF-dependent TRPM1 promoter reporter, primary screen, cell-based, SK-MEL-5, single point, luciferase. 330,000 tested, 0.83% active. inhibition, % at 12.5 µM. SK-MEL-5 TRPM1 promoter luciferase, 24 h;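 active means mean inhibition across replicates of 60% or more, whatever share of single replicates reaches that level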; further: values of inactives mirror those of a sister screen read the other way
# NR2E3 ag-2 – NR2E3 agonists in two-hybrid cells, primary screen, cell-based, luminescence, CHO-S, Gal4-NCOR/VP16-NR2E3. luciferase. inhibition of corepressor binding, % at 3.98 µM. 360,000 tested, 0.35% active. AID 602229, 2012;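 active means inhibition above the mean of all tested compounds plus 3 SD, cut at about 70% in these data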;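 further: 0% = DMSO with NR2E3 transfected cells and 100% = cells lacking NR2E3 construct; higher means lower luciferase signal from less NR2E3 corepressor binding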
# Shn3 3UTR inh – reduction of Shn3 3'UTR firefly luciferase signal, primary screen, Schnurri-3 inhibitor project, cell-based, Clone20 osteoblasts, set 2; AID 588674, 2011; 360,000 tested, 0.52% active; Clone20 osteoblast Shn3 3'UTR firefly luciferase, 24 h; inhibition, % at 12.5 µM;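 active means mean inhibition of at least 75% with every replicate also reaching 75%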;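 further: 0% = median of neutral control wells and 100% = pilot-screen positive control compound; some compounds past the cut are filed as inactive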
# KKLEB cytotox – cytotoxicity in KKLEB CF airway cells, primary screen, cytotoxicity control for CF NF-kB inhibitor project, cell-based, uHTS, fluorescence assay plates. KKLEB CF airway cells viability, ATPlite luminescence, overnight; hits give low values; cells stimulated with P. aeruginosa culture filtrate. activity change (cytotoxicity), % at 5 µM. 360,000 tested, 0.36% active. AID 602141, 2011;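 active means corrected activity change at or below -50% at 5 µM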
# iPSC survival up – enhancers of single-cell hiPSC survival, primary screen, ATPlite luminescence; 100% = ROCK inhibitor wells, 0% = DMSO; survival enhancement, % at 20 µM; 360,000 tested, 0.044% active; AID 602274, 2012; in the data active means survival enhancement above about 18%;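 further: cells exposed to compounds for 16 hours before the ATP read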
# HIF-2a inh – HIF-2a reporter inhibitors, primary screen, luminescence, 786-0 RCC cells. 786-0 RCC cells HIF-2a reporter, luciferase luminescence, overnight. inhibition, % at 18.8 µM. 360,000 tested, 0.72% active. AID 624352, 2012;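 active means inhibition of the luminescence signal of 40% or more relative to plate controls, in a single-dose primary screen at 18.75 µM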
# * marks the source's active call; other numbers are inactive results; / = not tested or not shown. Only part of the results is shown; the hit share may differ from the screen's.
no.	structure	C8 TRAIL sens	NR2E3 ag-1	CF NFkB block	Peg3 prom inh	LMP1 NFkB inh	MITF TRPM1 inh	NR2E3 ag-2	Shn3 3UTR inh	KKLEB cytotox	iPSC survival up	HIF-2a inh
1	COc1ccc(N2C(=O)CN(Cc3cc(OC)c(OC)c(OC)c3)C2=S)cc1	-7	-4	3	23	-3	8	-3	14	1	-0.6	20
2	O=C(Nc1ccccc1)N(CCN1CCOCC1)Cc1cccc(Cl)c1	-5	4	-18	23	-1	8	-17	1	-4	-2.9	-5
3	COc1cccc(C2=Nc3cccc4cccc(c34)N2)c1	-2	0	-28	-58	5	14	2	-17	1	2.2	-92
4	CCOC(=O)c1ccc(NC(=O)c2c(NC(=O)CCC(=O)O)sc3c2CCCCC3)cc1	-3	8	-27	-12	-4	-6	-1	-15	8	-0.2	6
5	CCCCc1cc(=O)oc2cc(OCC(=O)NCc3ccccn3)c(Cl)cc12	-4	0	-21	1	-4	-5	-9	2	4	0.0	11
6	Cc1ccc(C(=O)Nc2cc(S(=O)(=O)N3CCOCC3)ccc2N2CCCC2)cc1	1	0	8	21	-4	15	-9	12	-38	-0.5	8
7	COc1ccccc1C1CC(c2cccs2)=NN1C(=O)CCC(=O)O (configuration not stated)	7	0	-7	8	-5	17	0	3	7	0.1	16
8	Cc1noc(C)c1CSCC(=O)N(CCC(C)C)c1c(N)n(Cc2ccccc2)c(=O)[nH]c1=O	-26	1	9	5	-2	-2	14	2	-16	0.6	17
9	CN(C)/C=N/c1cc(=O)n(C)c(=O)n1CC1CC1	0	1	7	-1	0	-3	-50	4	-12	0.3	-1
10	Nc1nc2c3ccccc3nc(Cc3ccccc3)n2n1	7	1	-2	2	-3	0	-12	-9	-7	0.2	1
11	CCN=C(Nc1ccc2c(c1)OCO2)SC1CC(=O)N(c2ccc(OC)cc2)C1=O (configuration not stated)	-19	0	12	11	10	-22	14	-6	-7	1.0	-10
12	CN(C)c1ccc(-c2ccnc3c2CC(C)(C(=O)NCCc2ccccc2)O3)cc1 (configuration not stated)	-1	/	-14	18	/	/	3	12	-1	-0.4	8
13	COc1ccccc1C1=NN(C2=NN=C(N)Cc3ncnn32)C(O)(C(F)(F)F)C1 (configuration not stated)	-3	1	8	19	-4	-10	6	1	8	0.4	17
14	O=C(CSc1n[nH]c(=O)[nH]c1=O)c1ccccc1[N+](=O)[O-]	-9	0	8	-19	-1	15	-35	-27	2	-0.7	-13
15	Cc1cc(C(=O)Nc2ccc(N3CCOCC3)cc2)c2ccccc2n1	-11	1	-1	7	-7	2	-10	9	8	3.3	12
16	COc1ccc(/C=C/C(=O)OCC(=O)NC2CCCC2)cc1	-1	-2	14	9	-4	-5	-49	1	2	-0.3	5
17	CCOC(=O)c1c(CS(=O)(=O)c2ccccc2)n(C)c2cc(Br)c(O)c(CN(C)C)c12	-7	1	8	-11	-2	1	6	17	0	-2.3	18
18	O=c1cc(N2CCCCC2)c(-c2ccccc2)nn1Cc1ccccc1Cl	6	0	10	-1	0	11	-22	4	-11	0.2	15
19	O=C(O)c1nc2nc(Cl)c(Cl)nc2[nH]1	-22	-3	-1	-3	1	-23	-49	-10	-13	-0.4	-5
20	O=C(NCCOc1ccccc1F)C1CC(=O)N(Cc2ccccc2)C1 (configuration not stated)	-15	/	22	4	3	3	10	16	-18	-3.2	10
21	O=C(NC1CCCCC1)C(c1cccs1)N(Cc1cccs1)C(=O)c1ccco1 (configuration not stated)	9	9	-10	10	11	-8	-14	20	-2	-0.7	-6
22	CC1(C)CC(=O)C2=C(C1)NC(=S)C(C#N)C21CCCCC1 (configuration not stated)	12	-5	-39	-1	-1	-2	-4	/	-6	-0.5	-9
23	COc1ccc(Cn2nnnc2CN(Cc2cc3ccc(C)cc3[nH]c2=O)C2CCCC2)cc1	2	-3	2	21	-10	4	0	-15	18	-0.7	4
24	COC(=O)C[C@@H]1C[C@H]2c3cc(N(C)C)ccc3O[C@H]2[C@H](CO)O1	-11	/	12	-2	-4	/	-14	-4	-13	-0.5	8
25	O=C(Nc1ccc(O)cc1C(=O)O)c1ccc(NC(=O)c2ccco2)cc1	5	-3	20	-4	8	20	-1	-2	4	0.6	1
26	Cc1cc(C)c(C)c(OCC(=O)NCCN(C)C)c1	-4	-4	-12	-3	3	9	-13	-2	2	6.3	10
27	CC1CN(C(=O)c2nn(C)cc2[N+](=O)[O-])CC(C)O1 (configuration not stated)	5	-2	4	8	1	8	-22	-4	0	7.5	10
28	O=C(CCS(=O)(=O)c1cccc2nonc12)Nc1ccc(Br)cc1	-3	1	2	-21	-15	-8	-25	0	6	0.2	-29
29	CCC[N+]1(CC#CC(O)(c2ccccc2)C2CCCCC2)CCCCC1 (configuration not stated)	4	1	18	10	3	-1	-11	8	-2	1.7	14
30	COc1ccc(NS(=O)(=O)c2cc(NC(=O)c3cncc(Br)c3)ccc2OC)cc1	9	/	31	24	-2	-19	-20	23	-11	-0.3	15

# Quoted at random: 2 compounds from above.
no.	structure	C8 TRAIL sens	NR2E3 ag-1	CF NFkB block	Peg3 prom inh	LMP1 NFkB inh	MITF TRPM1 inh	NR2E3 ag-2	Shn3 3UTR inh	KKLEB cytotox	iPSC survival up	HIF-2a inh
17	CCOC(=O)c1c(CS(=O)(=O)c2ccccc2)n(C)c2cc(Br)c(O)c(CN(C)C)c12	-7	1	8	-11	-2	1	6	17	0	-2.3	18
18	O=c1cc(N2CCCCC2)c(-c2ccccc2)nn1Cc1ccccc1Cl	6	0	10	-1	0	11	-22	4	-11	0.2	15

# The listing continues:
no.	structure	C8 TRAIL sens	NR2E3 ag-1	CF NFkB block	Peg3 prom inh	LMP1 NFkB inh	MITF TRPM1 inh	NR2E3 ag-2	Shn3 3UTR inh	KKLEB cytotox	iPSC survival up	HIF-2a inh
31	CCn1cc(C(=O)OCC(=O)c2cc(C)n(-c3ccccc3)c2C)c(=O)c2ccc(C)nc21	-12	-3	27	-1	14	10	-34	12	-6	-0.1	0
32	Cc1cccc(-c2noc(CCC(=O)NCc3ccccc3)n2)c1	0	6	14	-10	-5	-1	9	-33	-3	0.8	11
33	C=CCn1c(SCC(=O)NC2CCCCC2)nnc1-c1cccnc1	-15	2	3	15	1	15	-12	-6	4	-0.4	6
34	Cc1c(C(=O)Nc2c(C)n(C)n(-c3ccccc3)c2=O)oc2ccc(Cl)cc12	13	0	0	27	3	7	26	2	-7	0.1	4
35	COc1ccc(C(=O)/C=C/C(=O)N(CC(=O)NC2CCCCC2)Cc2ccccc2OC)c(O)c1	26	/	87*	104*	16	103*	-1	-3	-63*	-3.8	81*
36	CCCN(CCC)c1nc2c(C)cccn2c(=O)c1/C=C1/SC(=S)N(Cc2ccco2)C1=O	6	/	-153	14	-10	-22	-28	-1	-8	0.4	11
37	Cc1ccc(CN2CCN(Cc3cnc(C)s3)CC2CCO)cc1 (configuration not stated)	2	-1	-5	5	-7	-4	-3	3	-1	0.7	8
38	Cc1occc1-c1nc(-c2ccncc2)no1	-3	2	-2	-114	-5	-44	-32	4	11	-1.1	-140
39	CC(C)Oc1ccc(CSc2nnc3n(C)c(=O)c4c5c(sc4n23)CCCC5)cc1	-14	-1	6	21	12	3	-4	-1	1	0.1	7
40	CCC1(c2ccc(F)cc2)NC(=O)N(CC(=O)N(C)C2CCS(=O)(=O)C2)C1=O (configuration not stated)	-27	-1	-24	-14	-2	4	-10	1	16	-0.3	-1
41	COc1ccc(-n2c(SCC(=O)Nc3cc(C)on3)nc3c(c2=O)SCC3)cc1OC	-11	1	12	13	3	0	-9	-5	-1	0.3	11
42	COc1cc(OC)cc(C(=O)N[C@H](C(=O)N2CCc3ccccc32)C(C)C)c1	1	-1	15	12	3	6	-5	-34	-12	0.0	25
43	N=c1c2c(n(Cc3cccc(Cl)c3)c3c1CCC3)CCCC2	33	-3	21	54*	12	50	-10	74	-14	-4.5	-5
44	COc1ccc(NC(=O)Nc2ccc3c(c2)C(=O)N([C@H](C)CO)C[C@H](C)[C@@H](CN(C)S(=O)(=O)c2ccc(OC)cc2)O3)cc1	-8	/	13	25	-8	-34	-20	11	-20	2.7	19
45	O=c1[nH]c(=S)n2c(c1-c1ccccc1)OC(CBr)C2 (configuration not stated)	-5	/	-1	0	2	/	-13	-10	6	2.4	0
46	CCOC(=O)c1[nH]c(C)c(/C(O)=C2\C(=O)C(=O)N(CCCN(C)C)C2c2cccnc2)c1C (configuration not stated)	-3	4	1	20	3	10	-48	6	-2	2.8	19
47	COc1cc(F)c(C2=CC(=O)C[C@H](c3ccc(F)cc3)C2)cc1F	7	-1	10	4	25	1	1	22	-3	0.2	3
48	COc1ccccc1CN1C[C@@H]2C[C@@H](C3=Cc4cccc(OC)c4OC3)N3CCC[C@@]23C1=O	2	-2	17	15	4	8	-8	19	-10	-3.2	13
49	Nc1nn2c(-c3ccccc3)cc(=O)[nH]c2c1N=Nc1ccc(Br)cc1	5	/	8	19	-10	14	-4	-15	-39	-1.2	-23
50	C=CCSc1nnc(NC(=O)Cc2ccc(OC)c(OC)c2)s1	-6	1	1	7	-2	-11	-7	0	1	0.0	16
51	CCN(Cc1ccccc1)c1ccc(/C=N/NC(=S)NC(C)C)cc1	-10	0	-7	20	4	-1	-22	0	12	-1.7	17
52	CC(=O)c1ccc(N2CCN(S(=O)(=O)c3c(C)[nH]c(C)c3C(=O)N3CCCCC3)CC2)cc1	-2	1	0	-60	-4	3	-1	-29	-1	-0.6	-17
53	CC(=O)Oc1cc(OC(C)=O)c2c(C)cc(=O)oc2c1	-10	3	-3	6	-4	-1	-24	-2	6	-1.1	18
54	O=[N+]([O-])c1ccccc1S(=O)(=O)N1CCN(Cc2ccccc2)CC1	-17	5	11	10	8	-5	-3	0	-8	0.8	16
55	O=C(c1ccccn1)c1cc2ccccc2n1S(=O)(=O)c1ccccc1	-2	-2	4	-116	-8	-10	-39	-37	-8	-1.2	-154
56	Cn1cccc1/C=N/NC(=O)c1ccccn1	8	1	-1	-109	-6	-84	-118	-45	3	-0.7	-175
57	COc1cc2c(cc1OC)[C@@H](NC(=O)C(C)C)[C@H](O)C2	0	/	-7	-2	-2	1	26	9	9	-1.7	-20
58	CSc1nc(Cl)c(C#N)c(-c2ccc(C)cc2)n1	-15	14	4	-61	-1	-1	-27	-2	10	6.6	3
59	CCOCC(=O)Nc1ccc(S(=O)(=O)Nc2nccs2)cc1	4	0	0	-2	1	0	4	2	-3	0.4	12
60	CSc1ncccc1C(=O)OCC(=O)Nc1cccc(S(=O)(=O)N2CCOCC2)c1	-1	/	-11	14	-6	5	-10	15	-2	0.2	13
